TRPC4 act – TRPC4 (mouse) channel activation; Q9QUQ5; HEK293 TRPC4beta/mu-opioid, Fluo4 calcium fluorescence; hits give high values; B-score at 10 µM; actives 0.49% (n = 310,000);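 active = B-score above 5 SD of library B-scores, and initial fluorescence ratio not above library mean plus 5 SD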;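 also: positive B-score marks a calcium rise read as TRPC4 activation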
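Material: TRPC4beta and mu-opioid receptor HEK293 stable cells | Incubation: 45 min room-temperature Fluo4 loading, 110 s read | Detection: Kinetic Fluo4 calcium fluorescence | Measure: Integrated baseline-normalised fluorescence ratio, converted to per-well B score | Benchmarks: Low control buffer alone, high control maximal DAMGO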
MrgX1 PAM – allosterically activates human MrgX1 receptor signaling; MrgX1-HEK293, Fluo-4 calcium flux, FDSS; hits give high values; B-score at 10 µM; actives 0.63% (n = 310,000); AID 588675;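 active = plate-corrected calcium response at least 3 library SD above typical, normal starting fluorescence, not activating the receptor alone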;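 also: compound read alongside a low EC10 to EC30 dose of BAM8-22 agonist; peak minus trough fluorescence over baseline measured at the second addition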
TRPC4 inh – inhibitors of mouse TRPC4 channel. Q9QUQ5. HEK293 TRPC4beta/mu-opioid, DAMGO-evoked Fluo4 calcium flux; hits give low values. B-score at 10 µM. actives 0.39% (n = 300,000);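 active = B-score over 3 SD under the library average, no early fluorescence shift, positive overall ratio signal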
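Assay system: HEK293 cells with stable TRPC4beta plus mu-opioid receptor expression. Dosing: single dose. Measured by: Fluo4 Ca2+ flux fluorescence. Also added: DAMGO in two steps, submaximal then maximal. Read-out: B score from integrated Fluo4 fluorescence ratio.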
TRPC4 PAM – allosteric potentiators of mouse TRPC4 channel; HEK293 TRPC4beta/mu-opioid, DAMGO EC20, Fluo-4 Ca2+ flux; hits give high values; B-score at 10 µM; actives 0.42% (n = 310,000);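 active = B-score of calcium response area above 5 SD of library B-scores, with initial fluorescence ratio within 5 SD of library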;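 also: B-score of integrated fluorescence ratio over time as area under calcium response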
MrgX1 antag – human MrgX1 receptor antagonism, primary screen | B-score at 10 µM | Q96LB2 | MRGX1-HEK293 calcium flux, Fluo-4, BAM8-22 antagonism; hits give low values | actives 1.3% (n = 310,000);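 active = calcium-response B-score plate-corrected more than 3 library SD below zero, starting fluorescence within 5 deviations, no agonist response on first addition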;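 also: peak minus trough fluorescence over baseline after final BAM8-22 challenge near maximal dose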
TRPC6 inhibitor – mouse TRPC6 channel inhibition | HEK293-TRPC6, membrane potential dye, ACh-evoked depolarization; hits give low values | B-score at 10 µM | actives 1.1% (n = 310,000) | AID 2553;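 active = B-score under library mean minus 3 SD, initial fluorescence not abnormally high, positive integrated signal ratio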;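 also: B-score derived from integrated fluorescence ratio over the kinetic read; more negative B-score means stronger inhibition of depolarization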
TMEM16A inh – inhibitors of mouse TMEM16A calcium-activated chloride channel. Q8BHY3. HEK293 TMEM16A/YFP iodide influx fluorescence, ionomycin. normalized B-score (activity score, 25-100; higher = stronger inhibition) at 10 µM. actives 1.2% (n = 310,000);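 active = ratio plate-corrected score three or more library SD toward inhibition, starting fluorescence score within five deviations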;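 also: score derived from kinetic fluorescence span divided by baseline fluorescence per well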
Target sequence (Q8BHY3 whole entry, looked up): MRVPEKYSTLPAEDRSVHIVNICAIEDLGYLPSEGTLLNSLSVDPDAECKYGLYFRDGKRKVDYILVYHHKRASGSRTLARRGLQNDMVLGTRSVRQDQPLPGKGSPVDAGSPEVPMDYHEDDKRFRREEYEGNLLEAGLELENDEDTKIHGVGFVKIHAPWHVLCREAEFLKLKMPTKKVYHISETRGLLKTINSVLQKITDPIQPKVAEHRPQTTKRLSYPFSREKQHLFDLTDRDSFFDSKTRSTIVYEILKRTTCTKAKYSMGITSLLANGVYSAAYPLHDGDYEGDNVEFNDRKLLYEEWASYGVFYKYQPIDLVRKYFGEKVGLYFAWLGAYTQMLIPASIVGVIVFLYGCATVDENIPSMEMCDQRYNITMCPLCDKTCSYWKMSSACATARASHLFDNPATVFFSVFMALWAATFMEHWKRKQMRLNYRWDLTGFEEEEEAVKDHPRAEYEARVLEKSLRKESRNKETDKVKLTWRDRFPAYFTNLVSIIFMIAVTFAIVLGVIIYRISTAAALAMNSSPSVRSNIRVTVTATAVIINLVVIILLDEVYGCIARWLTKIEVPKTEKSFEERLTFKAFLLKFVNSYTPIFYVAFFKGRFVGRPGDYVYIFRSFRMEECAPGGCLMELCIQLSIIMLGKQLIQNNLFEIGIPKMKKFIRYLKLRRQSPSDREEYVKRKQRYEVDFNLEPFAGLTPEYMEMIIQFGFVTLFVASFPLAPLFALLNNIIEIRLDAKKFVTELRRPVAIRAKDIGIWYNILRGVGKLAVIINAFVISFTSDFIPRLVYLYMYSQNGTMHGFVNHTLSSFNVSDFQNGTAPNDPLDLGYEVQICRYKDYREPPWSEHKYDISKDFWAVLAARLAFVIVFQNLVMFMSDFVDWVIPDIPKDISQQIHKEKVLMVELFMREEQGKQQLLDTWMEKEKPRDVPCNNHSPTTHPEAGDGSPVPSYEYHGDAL
TMEM16A act – activators or potentiators of mouse TMEM16A chloride channel | Q8BHY3 | HEK293 TMEM16A/YFP-H148Q/I152L, iodide quench fluorescence; hits give low values | B-score at 10 µM | actives 0.3% (n = 340,000) | AID 623877;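 active = fluorescence-ratio B-score plate-corrected deviation score at least 3 library SD below zero, with starting fluorescence score within 5 deviations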;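 also: channel opened by trigger with iodide after compound preincubation; score built on the fluorescence ratio of max minus min over baseline; more negative score means more quench and so TMEM16A activation or potentiation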
RGS4 inh – inhibitors of human RGS4. P49798. HEK293 M3R/RGS4 inducible, Fluo-4 calcium flux; hits give high values; triggered by carbachol at its EC20. B-score at 10 µM. actives 0.45% (n = 310,000). AID 463165;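 active = B-score, a plate-corrected calcium signal, over three deviations above library mean, with baseline fluorescence within five deviations of library mean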;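 also: RGS4 expression induced by doxycycline in cells with stable M3 receptor; B-score is computed from the integrated fluorescence ratio over baseline after carbachol; higher B-score means a larger calcium signal and so more RGS4 inhibition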
TRPC6 act – mouse TRPC6 channel activation; Q61143; HEK293-TRPC6 membrane potential dye fluorescence; hits give high values; B-score at 10 µM; actives 0.13% (n = 310,000); AID 2550;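 active = B-score of the integrated fluorescence ratio above library mean plus 3 SD, and starting fluorescence ratio within library mean plus 5 SD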;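 also: higher score means more depolarization so channel activation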
MrgX1 ag – agonists of human MrgX1 receptor; B-score at 10 µM; actives 0.44% (n = 310,000); AID 588627; MrgX1-HEK293 cells, Fluo-4 calcium fluorescence, agonist mode; hits give high values; Q96LB2;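 active = calcium response B-score plate-corrected fluorescence ratio at least 3 library SD, with starting fluorescence B-score inside 5 SD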
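Test system: HEK293 cells stably expressing human MrgX1 receptor; Input: fifteen thousand cells per well; Dosing: compound delivered in addition one of three; Schedule: overnight seeding, then 1 h dark dye loading; Technique: Fluo-4 NW calcium fluorescence; Measure: B-scored fluorescence response ratio; Controls: positive and negative controls per plate.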
Numbers without * were called inactive; i = inactive; x = not tested or not shown.

Results follow in this order: MrgX1 PAM | TRPC6 act | TRPC6 inhibitor | RGS4 inh | TMEM16A inh | TMEM16A act | MrgX1 ag | TRPC4 PAM | TRPC4 inh | MrgX1 antag | TRPC4 act
CSc1nc(SCC(=O)O)c2sc3nc(-c4ccccc4)c4c(c3c2n1)CCC4
  x | i | i | i | x | i | x | i | i | x | i
Cn1c(=O)oc2cc(S(=O)(=O)CCC(=O)NCCc3ccccc3)ccc21
  i | i | i | i | i | i | i | i | i | i | i
COc1cc2c(cc1NC(=O)C(C)Sc1ccc(NC(C)=O)cc1)oc1ccccc12 (stereo not given)
  i | i | i | i | i | i | i | 11* | i | i | i
COc1ccc(-c2nnc(SCc3nnc(-c4ccc(Cl)cc4)o3)n2-c2ccccc2)cc1
  i | i | i | i | i | i | i | i | i | i | i
CC(=O)c1cccc(NS(=O)(=O)c2csc(C(N)=O)c2)c1
  i | i | i | i | i | i | i | i | i | i | i
COc1ccc(CCN2C(=O)CSC2c2ccc(F)cc2)cc1 (stereo not given)
  i | i | i | i | i | i | i | i | i | i | i
CCN(CC(=O)Nc1ccc([N+](=O)[O-])cc1OC)CC(=O)NC(C)(C)C
  i | i | i | i | i | i | i | i | i | i | i
CCS(=O)(=O)c1ccc(N=Nc2ccc(O)c3ncccc23)c(OC)c1
  x | i | i | i | x | i | x | i | i | x | i
Cc1ccc(N2CC(C(=O)Nc3ccc4c(c3)OCCO4)CC2=O)cc1C (stereo not given)
  i | i | i | i | i | i | i | i | i | i | i
COc1ccccc1C(=O)Nc1cccc2nc(C)ccc12
  i | i | i | i | i | i | i | i | i | i | i
CC(=O)NC1(C(F)(F)F)C(=O)Nc2c1c(=O)[nH]c(=O)n2CCc1ccccc1 (stereo not given)
  i | i | i | i | i | i | i | i | i | i | i
COCCN(C(=O)COC(=O)/C=C/c1cccs1)c1c(N)n(Cc2ccccc2)c(=O)[nH]c1=O
  i | i | i | i | i | i | i | i | i | -11.6* | i
CCOC(=O)C1C(c2ccc3c(c2)OCO3)NC(=O)NC1(O)C(F)(F)F (stereo not given)
  i | i | i | i | i | i | i | i | i | i | i
COC(=O)c1ccc[n+](CC(=O)c2ccc(Br)cc2)c1
  i | i | i | i | i | i | i | i | i | i | i
O=C(CSc1ncn[nH]1)NCCOc1ccccc1
  i | i | i | i | i | i | i | i | i | i | i
CCn1c2ccccc2c2nnc(SCC(=O)NCc3cccs3)nc21
  i | i | i | i | i | i | i | i | i | i | i
Cc1ccccc1NC(=O)c1cc2c(=O)n3cccc(C)c3nc2s1
  i | i | i | i | i | i | i | i | i | i | i
COc1ccccc1N(CC(=O)NCCSCc1ccccc1)S(=O)(=O)c1ccc(C)cc1
  i | i | i | i | 25* | i | i | i | i | i | i
COc1ccc2cc3c(N)nn(C(=O)c4ccccc4Cl)c3nc2c1
  i | i | i | i | i | i | i | i | i | i | i
CCC1Sc2ccccc2N(CC(=O)NC2CCCC2)C1=O (stereo not given)
  i | i | i | i | i | i | i | i | i | i | i
CC1Cc2nc(SCC(=O)NCc3ccco3)n(Cc3ccccc3)c(=O)c2S1 (stereo not given)
  i | i | i | i | i | i | i | i | i | i | i
CCn1nc(C)c([N+](=O)[O-])c1C(=O)NNC(=O)c1ccc(Cl)cc1
  i | i | i | i | i | i | i | i | i | i | i
O=S(=O)(Cc1ccccc1)c1nc2ccccc2n1Cc1ccccn1
  i | i | i | i | i | i | i | i | i | i | i
COc1cc(OC)c(/C=C2\SC(=O)N(CC(=O)Nc3ccccc3F)C2=O)c(OC)c1
  i | i | i | i | i | i | i | i | i | i | i
NC(=O)C1CCN(C(=O)CSc2nc(O)cc(=O)[nH]2)CC1
  i | i | i | i | i | i | i | i | i | i | i
Cc1cc2oc(=O)cc(CN3CCCCC3C)c2c(C)c1Cl (stereo not given)
  i | i | i | i | i | i | i | i | i | i | i
O=C(CCCSc1nc2ccccc2s1)NCc1ccco1
  i | x | x | x | i | i | i | x | x | i | x
CCCC(=O)Nc1nc(-c2ccccc2)c(CC)s1
  i | i | i | i | i | i | i | i | i | i | i
COc1ccccc1CNC(=O)c1cccnc1
  i | i | i | i | i | i | i | i | i | i | i
Cc1cc(=O)oc(C)c1C(=O)NCc1c(F)cc(F)cc1F
  i | i | i | i | i | i | i | i | i | i | i
Cc1cc(C)n2nc(C(=O)Nc3ccn(Cc4ccccc4C)n3)cc2n1
  i | i | i | i | i | i | i | i | i | i | i
CCCn1nnnc1SCC(=O)N1CCN(C(=O)c2ccco2)CC1
  i | i | i | i | i | i | i | i | i | i | i
O=C1CCC(=O)N(O)CCCCCNC(=O)CCC(=O)N(O)CCCCCNC(=O)CCC(=O)N(O)CCCCCN1
  i | i | i | i | i | i | i | i | i | i | i
C=CCNC(=O)CN1CCC(c2nc3cc(C)c(C)cc3[nH]2)CC1
  i | i | i | i | i | i | i | i | i | i | i
C=CCCC(=O)NC1CC(C)(C)Cc2c1cnn2-c1cccc(F)c1 (stereo not given)
  i | i | i | i | i | i | i | i | i | i | i
Nc1ccc(Oc2ccc([N+](=O)[O-])cc2[N+](=O)[O-])cc1
  i | i | i | i | i | i | i | i | i | i | i
COc1ccc(NS(=O)(=O)c2ccc(NS(=O)(=O)c3ccc(C)cc3)cc2)nn1
  i | i | i | i | i | i | i | i | i | i | i
COCc1ccc(C(=O)NC2CCCc3c2cnn3-c2ccc(C)c(C)c2)o1 (stereo not given)
  i | i | i | i | i | i | i | i | i | i | i
O=C(NC(=S)Nc1ccccn1)c1ccc([N+](=O)[O-])cc1
  i | i | i | i | i | i | i | i | i | i | i
CC(=O)Oc1ccc(C(=O)Nc2cc(C)on2)cc1
  i | i | i | i | i | i | i | i | i | i | i
O=C(NNC(=O)c1sccc1-n1cccc1)c1cccc(Cl)c1
  i | i | i | i | i | i | i | i | i | i | i
COC(=O)C1=C(C)NC(=O)C1(NC(=O)c1ccncc1)C(F)(F)F (stereo not given)
  i | i | i | i | i | i | i | i | i | i | i
CS(=O)(=O)N1CCc2cc(C(=O)N3CCN(c4ccc(F)cc4)CC3)ccc21
  i | i | i | i | i | i | i | i | i | i | i
COc1ccc(/C=N/N=C2\CC3CCC2(C)C3(C)C)cc1O (stereo not given)
  i | i | i | i | i | i | i | i | i | i | i
COc1ccc(CCNC(=O)C2=CCN(S(=O)(=O)c3ccc(F)cc3)CC2)cc1OC
  i | i | i | i | i | i | i | i | i | i | i
CC(C)c1cc(C(=O)N/N=C/C(Br)=C/c2ccccc2)n[nH]1
  i | i | i | i | i | i | i | i | i | i | i
COc1ccc(N2CCN(Cc3cc(=O)oc4cc(-c5ccccc5)c(O)cc34)CC2)cc1
  i | i | i | i | i | i | i | i | i | i | i
CCOc1ccc(S(=O)(=O)N(CC)CC(=O)NCc2ccncc2)cc1C
  i | i | i | i | i | i | i | i | i | i | i
CC(=O)Nc1cccc(NC=C(C#N)C#N)c1
  i | i | i | i | i | i | i | i | i | i | i
Oc1cc2c(cc1C(c1ccc(Cl)c(Cl)c1)N1CCCC1)OCO2 (stereo not given)
  x | i | i | i | x | i | x | i | i | x | i

Continuation.
Results follow in this order: MrgX1 PAM | TRPC6 act | TRPC6 inhibitor | RGS4 inh | TMEM16A inh | TMEM16A act | MrgX1 ag | TRPC4 PAM | TRPC4 inh | MrgX1 antag | TRPC4 act
COc1ccc(OC)c(S(=O)(=O)Nc2ccccc2SC)c1
  i | i | i | i | i | i | i | i | i | i | i
N=C1C(c2ccccc2)=C(O)CN1NC(=O)c1ccc(Cl)cc1
  i | i | i | i | i | i | i | i | i | i | i
CCOc1ccc2nc(SCC(=O)c3ccc(Cl)s3)sc2c1
  i | i | i | i | i | i | i | i | i | i | i
CCc1c(C)sc(NC(=O)C2CC2c2ccccc2)c1C(N)=O (stereo not given)
  i | i | i | i | i | i | i | i | i | i | i
COC(=O)C1SCC2C(=O)N(Cc3ccccc3)CC(=O)N21 (stereo not given)
  i | i | i | i | i | i | i | i | i | i | i
COc1ccc(NC2CCCN(C(=O)c3cccc(N4CCNC4=O)c3)C2)cc1 (stereo not given)
  i | i | i | i | i | i | i | i | i | i | i
Cc1ccc(Nc2nc(N)nc(CSC(=S)N3CCOCC3)n2)c(C)c1
  i | i | i | i | i | i | i | i | i | i | i
C=CCN1C(=O)/C(=C\c2cccs2)C(C(=O)OC)=C1C
  i | i | i | i | i | i | i | i | i | i | i
O=C(c1ccccc1)c1ccc(OCC(O)CN2CCCC2)cc1 (stereo not given)
  i | i | i | i | i | i | i | i | i | i | i
COc1cccc(NC(=O)C(NCC2CCCCC2)c2ccccc2)c1 (stereo not given)
  i | i | i | i | i | i | i | i | i | i | i
Cc1ccc(N/C=C(\C#N)S(=O)(=O)c2ccccc2)cc1
  i | i | i | i | i | i | i | i | i | i | i
S=C(Nc1ccc2c(c1)OCO2)NC1CCN(Cc2ccccc2)CC1
  i | i | i | i | i | i | i | i | i | i | i
O=C(CN1CCN(c2ccccc2O)CC1)Nc1cccnc1Cl
  i | i | i | i | i | i | i | i | i | i | i
Cc1cccc(NC(=O)COc2ccc(/C=C\c3[nH]c(=O)[nH]c(=O)c3[N+](=O)[O-])cc2)c1
  i | 13.6* | i | i | i | i | i | i | i | i | i
CC(=O)Oc1ccc(NC(=O)CSc2ccccc2)cc1
  i | i | i | i | i | i | i | i | i | i | i
Cc1c(C(=O)N2CCCCC2)sc(NC(=O)C23CC4CC(CC(C4)C2)C3)c1C#N
  i | i | i | i | i | i | i | i | i | i | i
Cc1nc2nc(C)c(CCC(=O)NCCCN3CCN(c4cccc(Cl)c4)CC3)c(C)n2n1
  i | i | i | i | i | i | i | i | i | i | i
O=S(=O)(c1ccccc1)c1nc(-c2ccccc2F)oc1NCc1cccnc1
  i | i | i | i | i | i | i | i | i | i | i
COc1ccc(C)cc1S(=O)(=O)N1CCN(S(=O)(=O)c2cc(C)ccc2OC)CC1
  i | i | i | i | i | i | i | i | i | i | i
O=c1c2sccc2[nH]c(=S)n1Cc1ccccc1
  i | i | i | i | i | i | i | i | i | i | i

Source: PubChem (Johns Hopkins Ion Channel Center)
